High-throughput results: PubChem BioAssay, National Center for Advancing Translational Sciences (NCATS)
GAA glycogen: GAA glycogen-cleavage inhibition or activation | P10253 | recombinant GAA, glycogen substrate, Amplex Red glucose oxidase fluorescence | Potency, µM (titrated, usually from 76.4 µM), inactives show at the highest dose activity change, negative = inhibition, hits mostly inhibitors | 300,000 compounds, 0.38% hits;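 further: 0% = full enzyme reaction and -100% = no-enzyme basal signal; the screen sought inhibitors and activators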
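Natural-substrate format: glycogen cleavage by 4 nM human enzyme, glucose read by Amplex Red coupling (Ex 573, Em 610 nm). Normalized to enzyme and no-enzyme controls.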
ALDH1A1 inh: ALDH1A1 (human) enzyme inhibition | Potency, µM (highest dose often 75.3 µM), inactives show at the top dose activity, negative = inhibition, most hits filed as inhibitors | Purified ALDH1A1, NADH fluorescence, propionaldehyde substrate | 220,000 compounds, 7.3% hits | AID 1030 | P00352; active means well fitted inhibition curve with a large enough effect, not every such curve was filed as active; inconclusive means small, poorly fitted or top-dose-only effect, or another doubt; inactive means no such curve, though single readings can be large or run the other way;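 further: plate controls were no enzyme wells and a reference inhibitor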
Target sequence (P00352 whole entry, looked up): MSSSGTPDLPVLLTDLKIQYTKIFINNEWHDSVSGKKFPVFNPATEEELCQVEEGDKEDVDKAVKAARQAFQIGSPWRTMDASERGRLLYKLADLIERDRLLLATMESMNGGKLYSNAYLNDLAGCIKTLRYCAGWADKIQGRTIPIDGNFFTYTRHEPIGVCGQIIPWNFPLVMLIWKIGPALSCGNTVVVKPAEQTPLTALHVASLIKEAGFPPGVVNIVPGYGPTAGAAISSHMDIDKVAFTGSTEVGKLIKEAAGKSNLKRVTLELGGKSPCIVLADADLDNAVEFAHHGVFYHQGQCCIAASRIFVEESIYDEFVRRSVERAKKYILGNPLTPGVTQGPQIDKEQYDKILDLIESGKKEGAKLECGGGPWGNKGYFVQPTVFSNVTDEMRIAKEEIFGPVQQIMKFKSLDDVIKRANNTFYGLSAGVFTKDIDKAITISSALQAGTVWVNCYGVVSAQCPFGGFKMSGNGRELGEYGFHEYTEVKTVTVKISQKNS
GoLoco inh red: inhibitors of human Gai1-RGS12 GoLoco interaction (red fluorophore); P63096; Gai1:RGS12 GoLoco peptide FP, rhodamine, 10 min; Potency, µM (series often up to 61.6 µM), for the others: top-dose activity, negative = inhibition, hits mostly inhibitors; 230,000 compounds, 0.44% hits; AID 880; active means well fitted inhibition curve with a large enough effect, not every such curve was filed as active; inactive means no such curve, though single readings can be large or run the other way; further: on the % scale 0 is the no-effect control and ±100 the full control effect; nearly all actives have a fitted effect of over 30% in size; many of its hits are not listed in these tables
Target sequence (P63096 whole entry, looked up): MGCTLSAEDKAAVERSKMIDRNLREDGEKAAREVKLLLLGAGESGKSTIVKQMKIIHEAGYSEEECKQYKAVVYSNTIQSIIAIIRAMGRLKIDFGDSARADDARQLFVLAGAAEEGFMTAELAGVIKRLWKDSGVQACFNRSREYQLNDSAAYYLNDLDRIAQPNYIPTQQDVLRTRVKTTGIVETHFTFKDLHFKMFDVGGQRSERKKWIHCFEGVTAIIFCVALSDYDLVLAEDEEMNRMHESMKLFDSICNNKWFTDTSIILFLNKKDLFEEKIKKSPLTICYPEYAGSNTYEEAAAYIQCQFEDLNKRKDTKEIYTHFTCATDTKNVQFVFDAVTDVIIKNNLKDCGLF
SMN2 splice enh: SMN2 splice variant enhancement. 210,000 compounds, 2.8% hits. Potency, µM (highest dose often 46.1 µM), without a hit: at the top dose activity change, positive = activation, hits mostly activators. HEK293 SMN2-luciferase splicing reporter, luminescence, 30-36 h; further: % of control where 0% means no effect; nearly all actives have a fitted effect of over 55% in size
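HEK293 cells carry an SMN2 minigene-luciferase reporter in which exon 7 inclusion puts luciferase in frame. Cells were seeded at 2000 cells/well, attached for 10-12 hours, then exposed to compounds for 30-36 hours at 37C before ONE-Glo luminescence.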
* marks the source's active call; other numbers are inactive results; ? = inconclusive; . = no result given; [ ] = another dose, or the depositor's remark. Unless noted, the call rests on the fitted dose curve; in most records, active means well fitted curve in the direction sought with a large enough effect; inconclusive means small, poorly fitted or top-dose-only effect, or another doubt; inactive means no such curve, though single readings can be large; an effect the other way counts as inactive or inconclusive. Potency means the concentration at half of the fitted maximal effect.

1. C[C@]12CCC3C(CCC4=C/C(=N/OCC(=O)NC(CCC(N)=O)C(=O)O)CC[C@@]43C)C1CCC2O (stereo partly drawn)
2. CC(=O)O[C@H]1CC[C@@]2(C)[C@@H](CC[C@H]3[C@H]2CC(=O)[C@]2(C)[C@@H]3C[C@@H](N3CC3)[C@H]2C(C)=O)C1
3. COc1ccc(C(=O)O[C@H]2CC[C@@]3(C)[C@H]4CC[C@H]5[C@]3(C[C@]3(O)[C@H]6CN7C[C@H](C)CC[C@H]7[C@](C)(O)[C@]6(O)[C@H](O)C[C@]53O)O[C@]24O)cc1OC
4. NCC[Se][Se]CCN
5. CC(C)CNCCc1ccccn1
6. CO[C@@H]([CH2][Hg])CN1C(=O)c2ccccc2S1(=O)=O.Cn1c(=O)c2nc[nH]c2n(C)c1=O

compound no.	1	2	3	4	5	6
GAA glycogen	2%	.	.	.	.	.
ALDH1A1 inh	.	6%[13.5 µM]	9%[13.5 µM]	3.5µM*	16%[13.5 µM]	3.2µM*
GoLoco inh red	.	5%[14.2 µM]	8%[14.2 µM]	0.63µM*	4%[14.2 µM]	-9%[14.2 µM]
SMN2 splice enh	.	-5%[9.22 µM]	-2%[9.22 µM]	-13%[9.22 µM]	-21%[9.22 µM]	-9%[9.22 µM]

Brought forward from above: 4 compounds; new compounds follow.
3. COc1ccc(C(=O)O[C@H]2CC[C@@]3(C)[C@H]4CC[C@H]5[C@]3(C[C@]3(O)[C@H]6CN7C[C@H](C)CC[C@H]7[C@](C)(O)[C@]6(O)[C@H](O)C[C@]53O)O[C@]24O)cc1OC
4. NCC[Se][Se]CCN
5. CC(C)CNCCc1ccccn1
6. CO[C@@H]([CH2][Hg])CN1C(=O)c2ccccc2S1(=O)=O.Cn1c(=O)c2nc[nH]c2n(C)c1=O
7. CS(=O)(=O)O[C@H]1CN2CCC1CC2
8. CC(C)[C@]1(O)[C@@H](OC(=O)c2ccc[nH]2)[C@]2(O)[C@@]3(C)C[C@@]4(O)O[C@@]5([C@H](O)[C@@H](C)CC[C@]35O)[C@]2(O)[C@]41C
9. O=C(O)C(Oc1nc(=S)[nH]c(=S)[nH]1)(c1ccc(Cl)cc1)c1ccc(Cl)cc1
10. c1nc(N2CC2)c2cnn([C@@H]3CCCCO3)c2n1
11. N[C@@H](Cc1c[nH]c2cc([N+](=O)[O-])ccc12)C(=O)O
12. COc1cc2c(cc1OC)[C@@]13CCN4C=C5CCO[C@H]6CC(=O)N2[C@@H]1C6[C@H]5C[C@H]43 (stereo partly drawn)

compound no.	3	4	5	6	7	8	9	10	11	12
GAA glycogen	.	.	.	.	.	.	.	.	.	.
ALDH1A1 inh	9%[13.5 µM]	3.5µM*	16%[13.5 µM]	3.2µM*	-1%[13.5 µM]	3%[13.5 µM]	4%[13.5 µM]	2%[13.5 µM]	4%[13.5 µM]	11%[13.5 µM]
GoLoco inh red	8%[14.2 µM]	0.63µM*	4%[14.2 µM]	-9%[14.2 µM]	5%[14.2 µM]	1%[14.2 µM]	1%[14.2 µM]	2%[14.2 µM]	-12%[14.2 µM]	4%[14.2 µM]
SMN2 splice enh	-2%[9.22 µM]	-13%[9.22 µM]	-21%[9.22 µM]	-9%[9.22 µM]	-9%[9.22 µM]	-2%[9.22 µM]	1%[9.22 µM]	-11%[9.22 µM]	-4%[9.22 µM]	-13%[9.22 µM]

13. O=C(O)Cc1ccc([N+](=O)[O-])cc1[N+](=O)[O-]
14. C[C@@]12Cc3cnc(-c4ccccc4)nc3C[C@@H]1CC[C@@H]1[C@H]3CC[C@@](C)(O)[C@]3(C)CC[C@@H]12
15. O=S(=O)(Nc1nccs1)c1ccc([As](=O)(O)O)cc1
16. Cc1ccc(C2(c3ccc(C)c(O)c3C)CCN(C)CC2)c(C)c1O
17. O=[As](O)(O)c1ccc(NCc2ccccc2)cc1
18. CCNC(C)(C)[C@@H](SS)c1ccc(Br)cc1

compound no.	13	14	15	16	17	18
GAA glycogen	.	.	.	.	.	.
ALDH1A1 inh	-6%[13.5 µM]	?	-2%[13.5 µM]	-2%[13.5 µM]	?	?
GoLoco inh red	-1%[14.2 µM]	7%[14.2 µM]	-4%[14.2 µM]	0%[14.2 µM]	8%[14.2 µM]	-9%[14.2 µM]
SMN2 splice enh	5%[9.22 µM]	6%[9.22 µM]	4%[9.22 µM]	-5%[9.22 µM]	-6%[9.22 µM]	-10%[9.22 µM]

19. c1cc(CCN2CCCCC2)ccn1
20. CCC1=C(C[C@H]2NCCc3cc(OC)c(OC)cc32)C[C@H]2c3ccccc3CCN2C1
21. NC1(P(=O)(O)O)CCCCC1
22. CC(C)[C@@H](Br)C(=O)NCC(=O)O
23. O=P(O)(OP(=O)(O)c1ccccc1)c1ccccc1 (tested in a mixture with another compound)
24. c1ccc2c([C@@H]3CCN(CCN4CCOCC4)C3)c[nH]c2c1

compound no.	19	20	21	22	23	24
GAA glycogen	.	.	.	.	.	.
ALDH1A1 inh	11%[13.5 µM]	16%[13.5 µM]	4%[13.5 µM]	-1%[13.5 µM]	0%[13.5 µM]	-2%[13.5 µM]
GoLoco inh red	-1%[14.2 µM]	10%[14.2 µM]	-6%[14.2 µM]	3%[14.2 µM]	-2%[14.2 µM]	6%[14.2 µM]
SMN2 splice enh	-17%[9.22 µM]	-4%[9.22 µM]	-2%[9.22 µM]	-8%[9.22 µM]	4%[9.22 µM]	5%[9.22 µM]

25. C[C@@H]1O[C@H](OC2[C@@H](O)[C@H](O)C(O)[C@H](O)[C@H]2O)[C@@H](N)C[C@@H]1N=C(N)C(=O)O (stereo partly drawn)
26. CC1=NN(c2ccc(S(=O)(=O)O)cc2C)C(=[OH+])[C@H]1N=Nc1cc(S(=O)(=O)O)ccc1C(=O)O.O.[Cr]
27. [Cl][Pd][Cl].[S-]C1=C2N=CN[C-]2[NH+]=C[N-]1.[S-]c1ncnc2[nH]cnc12
28. C[C@@H](Cc1ccc(Cl)cc1Cl)NO
29. O=C(O)[C@@H]1[C@H](C(=O)O)[C@]2(Cl)C(Cl)=C(Cl)[C@@]1(Cl)C2(Cl)Cl
30. Cc1ccc(OP(=O)(Oc2ccc(C)cc2)N2C=Cc3ccccc3[C@H]2C#N)cc1

compound no.	25	26	27	28	29	30
GAA glycogen	.	.	.	.	.	.
ALDH1A1 inh	-10%[13.5 µM]	?	-11%[13.5 µM]	11%[13.5 µM]	3.2µM*	-11%[13.5 µM]
GoLoco inh red	1%[14.2 µM]	10%[14.2 µM]	-5%[14.2 µM]	6%[14.2 µM]	-10%[14.2 µM]	4%[14.2 µM]
SMN2 splice enh	-2%[9.22 µM]	-10%[9.22 µM]	-6%[9.22 µM]	-8%[9.22 µM]	-64%[inhibitor][9.22 µM]	-11%[9.22 µM]

31. c1ccc(CCN2CCCCCC2)nc1
32. Oc1ccc(CCNCc2cc3c(cc2Br)OCO3)cc1
33. C[C@@]12CC[C@H](O)C[C@@H]1CC[C@@H]1[C@@H]2CC[C@@]2(C)[C@@H](C3=CC(=O)OC3)[C@H](O)C[C@]12O
34. CC1(C)N=C(N)N=C(N)N1c1cccc(C(=O)Nc2ccc(S(=O)(=O)F)cc2)c1
35. C[C@H](CC(C#N)(c1ccccc1)c1ccccc1)N1CCCCC1
36. O=C(O)[C@@H](O)[C@@H](O)C1[O][Sb][O][C@@H]1CO (stereo partly drawn)

compound no.	31	32	33	34	35	36
GAA glycogen	.	.	.	.	.	.
ALDH1A1 inh	13%[13.5 µM]	-1%[13.5 µM]	24%[13.5 µM]	-1%[13.5 µM]	11%[13.5 µM]	-19%[13.5 µM]
GoLoco inh red	-1%[14.2 µM]	6%[14.2 µM]	4%[14.2 µM]	0%[14.2 µM]	4%[14.2 µM]	4%[14.2 µM]
SMN2 splice enh	-9%[9.22 µM]	-10%[9.22 µM]	6%[9.22 µM]	3%[9.22 µM]	-16%[9.22 µM]	-10%[9.22 µM]

37. c1cncc(CNCCN2CCNCC2)c1
38. CCOc1ccc(NCc2cccn2-c2nnc(N3CCC(C(=O)NCc4ccc(C)cc4)CC3)s2)cc1
39. CCOc1ccc(CN(CCc2ccc3c(c2)OCO3)Cc2ccc(CC)cc2)cc1
40. COc1cccc(NC(=O)CCc2nc(-c3ccc(C(C)(C)C)cc3)no2)c1
41. COc1ccc(NC(=O)CSc2nc(-c3ccco3)cc(C(F)(F)F)n2)cc1OC
42. CCOC(=O)c1ccc(N2C(=O)c3n[nH]c(-c4cccs4)c3C2c2ccc(Cl)cc2Cl)cc1 (stereo not drawn)

compound no.	37	38	39	40	41	42
GAA glycogen	.	-17%[76.3 µM]	-13%[76.3 µM]	3%[76.3 µM]	-6%[76.3 µM]	-16%[76.3 µM]
ALDH1A1 inh	-9%[13.5 µM]	.	.	.	.	.
GoLoco inh red	1%[14.2 µM]	.	.	.	.	.
SMN2 splice enh	0%[9.22 µM]	-62%[inhibitor]	-8%	-72%[inhibitor]	-48%[inhibitor]	-76%[inhibitor]

43. CCOc1ccc(NCc2cccn2-c2nnc(N3CCC(C(=O)NC(C)c4ccccc4)CC3)s2)cc1 (stereo not drawn)
44. O=C(Nc1ccc(Br)cc1C(=O)c1ccccc1)c1ccccc1
45. CCCC1=Nc2cc(C(=O)NC3CCC(C)CC3)ccc2Sc2ccccc21 (stereo not drawn)
46. O=C(Nc1ccc(OC(F)(F)F)cc1)C1CCN(S(=O)(=O)c2cccs2)CC1
47. CCN(CC)C(=O)c1ccc(NC(=O)COc2ccc(-c3nn(C)c(=O)c4ccccc34)cc2)cc1
48. Cc1ccc(-n2c(=O)[nH]c3ccc(Br)cc3c2=O)cc1

compound no.	43	44	45	46	47	48
GAA glycogen	?	-12%[76.3 µM]	20%[76.3 µM]	1%[76.3 µM]	3%	6%[76.3 µM]
ALDH1A1 inh	.	.	.	.	.	.
GoLoco inh red	.	.	.	.	.	.
SMN2 splice enh	-49%[inhibitor]	0%	-10%	-47%[inhibitor]	-41%[inhibitor]	-7%

49. O=C(Nc1ccc(Cl)cc1C(=O)c1ccccc1)c1cc(Cl)cc(Cl)c1
50. N#Cc1cc2c(nc1SCC(=O)Nc1cccc(C(F)(F)F)c1)C1CCN2CC1
51. COCCNc1oc(-c2ccc(OC)cc2)nc1C#N
52. CCOc1ccc(CN(CCc2ccc3c(c2)OCO3)Cc2ccc(OC)c(Br)c2)cc1
53. O=C(NCCSc1c(-c2ccccc2)[nH]c2ccccc12)c1ccc(S(=O)(=O)N2CCOCC2)cc1
54. Cc1ccc(OCC(=O)N2CCN(Cc3ccc(F)cc3)CC2)cc1

compound no.	49	50	51	52	53	54
GAA glycogen	1%[76.3 µM]	-8%[76.3 µM]	?	-16%[76.3 µM]	-5%[76.3 µM]	-4%[76.3 µM]
ALDH1A1 inh	.	.	.	.	.	.
GoLoco inh red	.	.	.	.	.	.
SMN2 splice enh	4%	-56%[inhibitor]	?	-20%	-42%[inhibitor]	-25%

Some of the entries so far, tab-delimited.
no.	SMILES	GAA glycogen	ALDH1A1 inh	GoLoco inh red	SMN2 splice enh
20	CCC1=C(C[C@H]2NCCc3cc(OC)c(OC)cc32)C[C@H]2c3ccccc3CCN2C1	.	16%[13.5 µM]	10%[14.2 µM]	-4%[9.22 µM]
21	NC1(P(=O)(O)O)CCCCC1	.	4%[13.5 µM]	-6%[14.2 µM]	-2%[9.22 µM]

(cont.)
55. CCCSc1nc2ccccc2c(=O)n1-c1ccccc1OC
56. CC(CNC(=O)c1ccc(CSc2nc3ccncc3n2Cc2ccc(F)cc2)cc1)c1ccccc1 (stereo not drawn)
57. O=C(c1ccc2c(c1)N(Cc1c(F)cccc1Cl)C(=O)c1ccccc1S2)N1CCC2(CC1)OCCO2
58. COc1cc(OC)cc(C(=O)Nc2ccc(Cl)cc2C(=O)c2ccccc2Cl)c1
59. CC(C)Oc1ccc(NC(=O)c2cc3ccccc3o2)cc1
60. Nc1c(C(=O)Nc2cccc(Br)c2)sc2nc3c(cc12)N1CCC3CC1

compound no.	55	56	57	58	59	60
GAA glycogen	2%[76.3 µM]	-14%[76.3 µM]	-2%[76.3 µM]	3%[76.3 µM]	2%[76.3 µM]	9%[76.3 µM]
ALDH1A1 inh	.	.	.	.	.	.
GoLoco inh red	.	.	.	.	.	.
SMN2 splice enh	-12%	-31%[inhibitor]	5%	-14%	2.5µM*	-31%[inhibitor]

The list is partial; rates above refer to the full screens.
